TRb SRC2 PPI: qHTS for Inhibitors of the Interaction of Thyroid Hormone Receptor and Steroid Receptor Coregulator 2; Potency, µM (highest dose often 106 µM), for inactives: top-dose activity change, negative = inhibition, usual class: inhibitors; TRbeta-SRC2 peptide binding, fluorescence polarization; receptor liganded with 1 µM T3; AID 1469, 2008; Thyroid hormone receptor beta (Homo sapiens), P10828; 0.065% of 280,000 active;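 note: plate controls were bound peptide for no effect and peptide without receptor for full effect; nearly all actives have a fitted effect of over 50% in size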
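Compounds were added to 0.6 uM TRb ligand-binding domain and 20 nM Texas Red-labeled SRC2 peptide in Tris buffer containing 1 uM T3, incubated 5 hr at ambient temperature, then read by fluorescence polarization.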
Tau fibril FP: qHTS for Inhibitors of Tau Fibril Formation, Fluorescence Polarization; Microtubule-associated protein tau (Homo sapiens), P10636; K18 P301L tau heparin fibrillization, Alexa594 FP, 6 h; Potency, µM (top dose mostly 57.7 µM), inactives show at the top dose activity, negative = inhibition, actives largely listed as inhibitors; 0.39% of 280,000 active; AID 1468, 2008; note: nearly all actives have a fitted effect of over 55% in size
Target sequence (P10636 561-689 P618L limits assumed): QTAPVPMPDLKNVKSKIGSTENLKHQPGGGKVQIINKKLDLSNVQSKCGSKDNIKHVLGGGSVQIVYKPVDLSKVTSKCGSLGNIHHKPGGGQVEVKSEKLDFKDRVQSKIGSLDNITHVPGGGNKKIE
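Steps: dispense K18 P301L tau (15 uM plus 0.24 uM Alexa 594 tracer, final) in pH 7 sodium acetate; add compound; add heparin (20 uM final); incubate 6 hr, 37 C; add ThT (30 uM final); after 1 hr ambient, read FP.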
RECQ1 helicase: qHTS Assay for Inhibitors of RecQ-Like Dna Helicase 1 (RECQ1); ATP-dependent DNA helicase Q1 (Homo sapiens), P46063; RECQ1 DNA unwinding, red fluorescence kinetic read; Potency, µM (top dose mostly 57.3 µM), without a hit: at the top dose activity, negative = inhibition, actives largely listed as inhibitors; 0.54% of 240,000 active; AID 2549, 2010;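 note: plate controls were vehicle for no effect and no enzyme for full effect; nearly all actives have a fitted effect of over 30% in size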
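RECQ1T1 50 nM; forked duplex (20 bp + 30-nt ss tails) 200 nM, ATP 2 mM final; pH 8.0, 2 mM MgCl2, 2.5 ug/ml poly(dI-dC); 15 min compound preincubation; discontinuous kinetic read over 2 h at RT.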
L3MBTL1 block: qHTS Assay for the Inhibitors of L3MBTL1; 0.66% of 230,000 active; Potency, µM (top dose mostly 57.1 µM), inactives show at the highest dose activity, negative = inhibition, hits mostly inhibitors; Lethal(3)malignant brain tumor-like protein 1 (Homo sapiens), Q9Y468; AlphaScreen L3MBTL1–H3K9me1 peptide binding; AID 485360, 2010; note: nearly all actives have a fitted effect of over 60% in size
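Read-out is AlphaScreen signal from streptavidin donor and nickel chelate acceptor beads (10 ug/mL final each) bridging L3MBTL1 (50 nM) and biotinylated K9-monomethylated H3(1-15) peptide (75 nM), after 30 min compound exposure at room temperature.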
JMJD2E inh: qHTS Assay for Inhibitors of Human Jumonji Domain Containing 2E (JMJD2E); JMJD2E catalytic domain, FDH-coupled NADH fluorescence (FDH is formaldehyde dehydrogenase); Potency, µM (series often up to 57.1 µM), for inactives: at the highest dose activity change, negative = inhibition, hits mostly inhibitors; 1.6% of 230,000 active; AID 2147, 2009; Lysine-specific demethylase 4E (Homo sapiens), B2RXH2; active = well fitted inhibition curve with a large enough effect, not every such curve was filed as active; inconclusive = small, poorly fitted or top-dose-only effect, or another doubt; inactive = no such curve, though single readings can be large or run the other way;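 note: 0% = wells with enzyme and -100% = buffer wells without enzyme; nearly all actives have a fitted effect of over 50% in size; many of its hits are not listed in these tables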
Target sequence (B2RXH2 1-337 limits assumed): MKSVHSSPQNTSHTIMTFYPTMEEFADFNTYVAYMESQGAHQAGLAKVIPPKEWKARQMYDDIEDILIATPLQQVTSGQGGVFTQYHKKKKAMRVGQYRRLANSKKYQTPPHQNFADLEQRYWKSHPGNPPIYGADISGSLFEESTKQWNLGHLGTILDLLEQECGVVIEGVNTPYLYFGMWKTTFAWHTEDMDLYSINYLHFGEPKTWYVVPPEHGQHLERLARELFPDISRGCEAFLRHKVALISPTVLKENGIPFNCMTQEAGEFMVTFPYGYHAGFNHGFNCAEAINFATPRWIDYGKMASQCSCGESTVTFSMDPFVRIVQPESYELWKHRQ
TexasRed fluor: Total Fluorescence Counterscreen for Inhibitors of the Interaction of Thyroid Hormone Receptor and Steroid Receptor Coregulator 2 | Potency, µM (series often up to 106 µM), without a hit: at the top dose fluorescence change, negative = quenching | TRb/SRC2 Texas Red total fluorescence interference | 0.29% of 280,000 active | AID 1479, 2009; active = well fitted curve in either direction with a large enough effect; inconclusive = small, poorly fitted or top-dose-only effect
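Human TRb ligand-binding domain at 0.6 uM with 20 nM Texas Red SRC2 peptide in Tris buffer containing 1 uM T3 and 5% DMSO, incubated with compound 5 h at ambient temperature. Total fluorescence (555/632 nm) calculated as parallel + 2 × perpendicular.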
Tau fibril ThT: qHTS for Inhibitors of Tau Fibril Formation, Thioflavin T Binding; AID 1460, 2008; 2.1% of 270,000 active; recombinant tau K18 P301L, heparin-induced fibrillization, ThT fluorescence; Potency, µM (titrated, usually from 57.4 µM), inactives show top-dose activity, negative = inhibition, usual class: inhibitors; Microtubule-associated protein tau (Homo sapiens), P10636; note: nearly all actives have a fitted effect of over 55% in size
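Using a mix of unlabeled (15 uM) and Alexa 594-labeled (0.24 uM) tau K18 P301L, heparin-triggered fibrillization over 6 hr at 37 C was scored by ThT fluorescence.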
GoLoco inh red: qHTS Assay for Inhibitors of RGS12 GoLoco Motif Activity (Red Fluorophore). Guanine nucleotide-binding protein G(i) subunit alpha-1 (Homo sapiens), P63096. Potency, µM (series often up to 61.6 µM), inactives show at the highest dose activity, negative = inhibition, usual class: inhibitors. AID 880, 2007. Gai1:RGS12 GoLoco peptide FP, rhodamine, 10 min. 0.44% of 230,000 active; active = well fitted inhibition curve with a large enough effect, not every such curve was filed as active; inactive = no such curve, though single readings can be large or run the other way; note: nearly all actives have a fitted effect of over 30% in size; many of its hits are not listed in these tables
Target sequence (P63096 whole entry, looked up): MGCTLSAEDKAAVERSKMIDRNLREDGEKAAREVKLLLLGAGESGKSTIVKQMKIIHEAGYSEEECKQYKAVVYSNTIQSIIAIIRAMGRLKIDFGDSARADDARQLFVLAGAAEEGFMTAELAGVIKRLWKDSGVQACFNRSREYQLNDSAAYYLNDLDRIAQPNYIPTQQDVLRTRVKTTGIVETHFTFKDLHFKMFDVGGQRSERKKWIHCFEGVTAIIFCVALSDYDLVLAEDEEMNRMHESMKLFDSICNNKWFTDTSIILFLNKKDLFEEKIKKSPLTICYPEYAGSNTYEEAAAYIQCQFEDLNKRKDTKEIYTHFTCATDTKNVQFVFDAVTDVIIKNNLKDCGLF
Starred values were filed as active, the others as inactive; i = inactive; ? = inconclusive; . = no result given; [ ] = dose if it differs, or a comment. Unless noted, calls come from the whole dose curve; as a rule, active = well fitted curve in the direction sought with a large enough effect; inconclusive = small, poorly fitted or top-dose-only effect, or another doubt; inactive = no such curve, though single readings can be large; an effect the other way counts as inactive or inconclusive. Unless noted, % is set by controls: 0 for no effect and ±100 for the full control effect; potency is the fitted concentration of half-maximal effect. An excerpt. The share of hits here may be higher or lower than overall.

SMILES	TRb SRC2 PPI	Tau fibril FP	RECQ1 helicase	L3MBTL1 block	JMJD2E inh	TexasRed fluor	Tau fibril ThT	GoLoco inh red
O=C(Cc1ccccc1)N(Cc1cccnc1)c1nc2c(F)cc(F)cc2s1	-6%	-12%	.	.	.	0%	-8%	.
CN(O)/C=c1/ccc2c(n1)C(=O)C=CC=2	-16%	-7%	-1%	20µM*	48%[activator]	-2%	?	-4%
Cc1cccc(-n2ncc3c(NCCN4CCOCC4)ncnc32)c1	-9%	3%	-12%	9%	?	-3%	-12%	-1%
C/C(=N/NS(=O)(=O)c1ccc(Br)cc1)c1ccc(C)o1	-14%	0%	i	-4%	-9%	-5%	-4%	2%
O=C(CSc1cc([N+](=O)[O-])cc(S(=O)(=O)Cc2ccccc2)c1)NC1CC1	0%	-3%	-10%	4%	?	-3%	-2%	2%
S=C(Nc1ccccc1Cl)N(Cc1ccccc1)Cc1cccnc1	-7%	8%	i	.	3%	2%	-4%	4%
Cc1noc2ncnc(Oc3ccccc3Cl)c12	-1%	-2%	i	-2%[11.4 µM]	3%	-2%	7%	5%
Cc1cccc(-n2c(SCC(=O)N3CCCC3)nc3n[nH]c(C)c3c2=N)c1	6%	?	1%	38%[activator]	-6%	4%	-9%	6%
CCCCn1c(=NC(=O)c2ccco2)c(C(=O)OCC)cc2c(=O)n3ccccc3nc21	3%	-13%	3%	5%	2%	-2%	-6%	.
Cc1ccc(Cl)cc1N1CCN(C(=O)c2cc3c(=O)n(C)c4ccccc4c3s2)CC1	4%	-3%	.	.	.	-1%	-12%	.
COC(=O)c1sccc1NC(=S)N1CCN(c2ccccc2)CC1	-8%	3%	-12%	-2%	-1%	1%	-12%	-2%
COc1ccc(OCC(=O)N2N=C(C)CC2(O)C(F)(F)F)cc1 (stereo unspecified)	-4%	2%	-5%	-1%	9%	-1%	6%	7%
COc1ccccc1CNC(=O)c1csc2c1CCCC2	-2%	-2%	-4%	.	-3%	-1%	-12%	-2%
COC(=O)/C(C#N)=C1/C=Cc2ccccc2N1C	-8%	-4%	-2%	-1%	-6%	-3%	-13%	13%
Cc1nn(-c2ccccc2)c2sc(C(=O)Nc3ccc(Br)cc3)cc12	9%	?	.	.	.	-1%	?	.
O=C(NCCc1ccccc1)c1ccc(CS(=O)Cc2ccc(Cl)cc2)o1 (stereo unspecified)	-4%	2%	.	.	.	-2%	-6%	.
FC(F)Sc1ccc(NC(=S)NC2CCC(NC(=S)Nc3ccc(SC(F)F)cc3)CC2)cc1 (stereo unspecified)	-2%	?	1%	.	-2%	-4%	-12%	0%
CCc1ccc(OCC(=O)Nc2ccc(Cl)c(-c3nc4ncccc4o3)c2)cc1	-11%	?	.	.	.	-1%	-9%	.
CCN1CCN(C(c2ccc(F)cc2)c2sc3nc(-c4ccco4)nn3c2O)CC1 (stereo unspecified)	1%	-4%	.	.	.	0%	-11%	.
O=C(NC(=S)Nc1ccc(CN2CCOCC2)cc1)c1ccc([N+](=O)[O-])cc1	6%	5%	0%	3%	-2%	-25%	?	0%
CCCC(=O)Nc1ccc2nc(SCC(=O)N3CCOCC3)sc2c1	-2%	0%	.	.	.	3%	0%	.
CCN(C(=O)COc1ncnc2ccc(Br)cc12)C1CCS(=O)(=O)C1 (stereo unspecified)	-1%	7%	-5%	7%	2%	-3%	5%	10%
CNc1ccc(Br)cc(C(=O)/C=C/c2cc(OC)ccc2OC)c1=O	-18%	?	-1%	14µM*	?	2%	10µM*	32%[activator]
Cc1nn(-c2ccc(N3CCCC3)nn2)c(C)c1CCC(=O)N1CCN(c2ccc(F)cc2)CC1	3%	6%	.	.	.	4%	?	.
N#Cc1nc(COc2ccc(F)cc2)oc1NCCN1CCOCC1	3%	1%	i	.	0%	1%	-16%	4%
COc1ccc(-c2nnc(SCC(=O)NCCC(C)C)nc2-c2ccc(OC)c(OC)c2)cc1OC	-3%	4%	.	.	.	-1%	-6%	.
CN1CCN(C(=O)C2=C[C@@H](c3coc4ccccc4c3=O)C[C@@H](OCCCCO)O2)CC1	-6%	-3%	-6%	10%	6%	-1%	-9%	3%
O=C(CN1N=C(c2ccc(Cl)cc2)CCC1=O)NCc1ccc(F)cc1	5%	-8%	.	.	.	-2%	3%	.
Cc1ccc(NS(=O)(=O)c2ccc(-c3csc(C)n3)s2)c(C)c1	-4%	-15%	0%	.	2%	-2%	.	0%
CCOc1ccc(NC(=O)c2oc3ccccc3c2NC(=O)Cc2cccc(C)c2)cc1	-3%	-9%	.	.	.	0%	0%	.
Cn1c(SCC(=O)N2CCCc3ccccc32)ncc(C(=O)Nc2ccc(Cl)cc2)c1=O	9%	-9%	.	.	.	-2%	?	.
NS(=O)(=O)c1ccc(Nc2nc(-c3ccc4ccccc4c3)cs2)cc1	6%	-8%	-19%	.	?	-6%	?	9%
O=C(Nc1ccccc1)C1CC(O)CN1S(=O)(=O)c1ccc([N+](=O)[O-])cc1 (stereo unspecified)	11%	0%	-4%	4%	-11%	-2%	1%	-2%
CCCCCC(=O)N(c1ccc(OCC)cc1)S(=O)(=O)c1ccc2c(c1)n(C)c(=O)n2C	-5%	7%	.	.	.	-1%	-8%	.
Cc1cccc(NC(=S)NCC(C)CSc2ccc(Cl)cc2)c1 (stereo unspecified)	-2%	?	-6%	.	4%	1%	-3%	8%
COC(=O)c1sc(SC)nc1N	-2%	6%	-6%	.	1%	-3%	.	9%
Cc1ccc2nc(/C(C#N)=C/c3ccc(-c4cccc([N+](=O)[O-])c4)o3)[nH]c2c1	-5%	-5%	-9%	-8%	-1%	-4%	1.4µM*	17%
Cc1cc(C)nc(N2CCCC(C(=O)NC(C)CCc3ccco3)C2)n1 (stereo unspecified)	-20%	-7%	-7%	-7%	?	0%	3%	.
CC(C)Nc1nc(NC(C)C)nc(N(C#N)CCOc2ccc(Cl)cc2Cl)n1	1%	-3%	-4%	0%	-16%	2%	-15%	4%
O=C(c1ccncc1)N(c1ccc2oc3c(c2c1)CCCC3)S(=O)(=O)c1ccc(F)cc1	-4%	13%	-19%	-13%	?	-1%	?	-3%

Reformatted comma-delimited: part of the list above.
smiles,TRb SRC2 PPI,Tau fibril FP,RECQ1 helicase,L3MBTL1 block,JMJD2E inh,TexasRed fluor,Tau fibril ThT,GoLoco inh red
CN1CCN(C(=O)C2=C[C@@H](c3coc4ccccc4c3=O)C[C@@H](OCCCCO)O2)CC1,-6%,-3%,-6%,10%,6%,-1%,-9%,3%
O=C(CN1N=C(c2ccc(Cl)cc2)CCC1=O)NCc1ccc(F)cc1,5%,-8%,.,.,.,-2%,3%,.
Cc1ccc(NS(=O)(=O)c2ccc(-c3csc(C)n3)s2)c(C)c1,-4%,-15%,0%,.,2%,-2%,.,0%
CCOc1ccc(NC(=O)c2oc3ccccc3c2NC(=O)Cc2cccc(C)c2)cc1,-3%,-9%,.,.,.,0%,0%,.
Cn1c(SCC(=O)N2CCCc3ccccc32)ncc(C(=O)Nc2ccc(Cl)cc2)c1=O,9%,-9%,.,.,.,-2%,?,.
NS(=O)(=O)c1ccc(Nc2nc(-c3ccc4ccccc4c3)cs2)cc1,6%,-8%,-19%,.,?,-6%,?,9%
O=C(Nc1ccccc1)C1CC(O)CN1S(=O)(=O)c1ccc([N+](=O)[O-])cc1 (stereo unspecified),11%,0%,-4%,4%,-11%,-2%,1%,-2%
CCCCCC(=O)N(c1ccc(OCC)cc1)S(=O)(=O)c1ccc2c(c1)n(C)c(=O)n2C,-5%,7%,.,.,.,-1%,-8%,.
Cc1cccc(NC(=S)NCC(C)CSc2ccc(Cl)cc2)c1 (stereo unspecified),-2%,?,-6%,.,4%,1%,-3%,8%
COC(=O)c1sc(SC)nc1N,-2%,6%,-6%,.,1%,-3%,.,9%
Cc1ccc2nc(/C(C#N)=C/c3ccc(-c4cccc([N+](=O)[O-])c4)o3)[nH]c2c1,-5%,-5%,-9%,-8%,-1%,-4%,1.4µM*,17%

Later entries
SMILES	TRb SRC2 PPI	Tau fibril FP	RECQ1 helicase	L3MBTL1 block	JMJD2E inh	TexasRed fluor	Tau fibril ThT	GoLoco inh red
Cc1ccc(N(C(=O)Cn2nnc(-c3ccccc3)n2)C(C(=O)NC2CCCCC2)c2ccccn2)cc1C (stereo unspecified)	-3%	-6%	-7%	5%	3%	-5%	0%	6%
N#C/C(=C/c1cccc([N+](=O)[O-])c1)c1nnc2n1CCCCC2	1%	1%	-1%	6%	-14%	-15%	-14%	6%
Cc1cc(NC(=O)CSc2nnc(C3COc4ccccc4O3)n2C)no1 (stereo unspecified)	-1%	-4%	i	.	1%	0%	-5%	-9%
O=C(NC1CCCCC1)C(c1ccc(F)cc1)N(C(=O)Cc1ccsc1)c1ccc(F)cc1 (stereo unspecified)	7%	2%	-1%	-4%	7%	0%	0%	-12%
O=S(=O)(c1ccc2nnn(O)c2c1)N1CCCCC1	6%	5%	0%	.	4%	-1%	7%	-1%
CC(C)C(=O)c1cn(CC(=O)NCC2CCCO2)c2ccccc12 (stereo unspecified)	-8%	0%	i	2%	-6%	2%	-3%	6%
CCCC[C@@H]1C[C@H]1C(NS(=O)(=O)c1cccc2cccnc12)c1ccc(-c2ccccc2)cc1 (stereo partly specified)	2%	-9%	-17%	.	-14%	-1%	?	2%
